From PubChem BioAssay
Cathepsin G inh: cathepsin G (human) inhibition. P08311. purified enzyme, AMC-tetrapeptide fluorescence, pooled mixtures. inhibition, % at 5 µM (by protocol). actives 0.2% (n = 62,000). AID 581;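 active means inhibition above 20% in each of the two mixture wells holding the compound; inactive means inhibition of 20% or less in either well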;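 further: 0% = enzyme control without mixture and 100% = blank lacking enzyme; strong numbers were not always called active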
FXIIa inh mix: inhibitors of human coagulation factor XIIa, pooled mixtures; purified FXIIa, fluorogenic substrate; inhibition, % at 5 µM; actives 0.2% (n = 62,000);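 further: 0% = enzyme without compound and 100% = no enzyme blank; some results filed as inactive read as strong as hits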
CatB mixtures: inhibitors of human cathepsin B in compound mixtures; inhibition, %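 (ten-compound pools at 5 µM per compound and 50 µM total)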; Purified cathepsin B, AMC dipeptide fluorescence; actives 0.06% (n = 62,000); in the data active means inhibition above about 22%, passing the limit was not always enough; inconclusive means no clear call, values can overlap the other calls;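 further: 0% = enzyme without compound and 100% = no enzyme blank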
FXIa inh mix: factor XIa (human) inhibition, mixture screen; purified FXIa, fluorogenic substrate, pooled mixtures; inhibition, % at 5 µM; actives 0.19% (n = 62,000); AID 680;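 further: each value is inhibition by a whole ten-compound pool holding the compound; 0% = enzyme with no mixture and 100% = wells lacking enzyme; strong numbers were not always called active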
AP complement: orthogonal test for alternative complement pathway inhibitors; Human serum alternative complement pathway, LPS-coated ELISA, C3 deposition; tested in compound mixtures; actives 0.08% (n = 62,000); inhibition, % at 5 µM; AID 1235;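 active means inhibition above 30% in each of the two pooled mixtures holding the compound, so the lower value exceeds 30%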;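 further: 0% = serum in Mg-EGTA without compound and 100% = EDTA serum blank; some compounds past the cut are filed as inactive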
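Medium: diluted human serum in Mg2+-EGTA GVB++. Assay system: human serum complement alternative pathway, C3 deposition onto LPS. Also added: Plate-bound LPS. Technique: Anti-C3 ELISA, OD 450 nm. Measure: percent inhibition. Incubation: 1 h at 37 °C. Dosing: 5 µM each compound, pools of ten, 50 µM per pool.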
CatB block: inhibitors of human cathepsin B; inhibition, %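 (tested at 10 µM)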; purified cathepsin B, fluorogenic substrate, fluorescence; P07858; actives 0.1% (n = 63,000); in the data active means inhibition above about 21%;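 further: 0% = enzyme with no compound and 100% = no enzyme blank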
CatL block: inhibitors of human cathepsin L. P07711. purified cathepsin L, fluorogenic substrate, fluorescence. inhibition, %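 (tested at 10 µM)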. actives 0.17% (n = 58,000); in the data active means inhibition above about 45%;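 further: 0% = enzyme with no compound and 100% = no enzyme blank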
CatS block: human cathepsin S inhibition; P25774; recombinant cathepsin S, AMC dipeptide fluorescence, pooled mixtures; inhibition, %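 (tested at 5 µM per compound within 10-compound mixtures)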; actives 0.06% (n = 62,000); AID 501; in the data active means inhibition above about 32%, passing the limit was not always enough; inconclusive means no clear call, values can overlap the other calls;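 further: 0% = enzyme without compound and 100% = blank without enzyme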
Target sequence (P25774 115-331 limits assumed): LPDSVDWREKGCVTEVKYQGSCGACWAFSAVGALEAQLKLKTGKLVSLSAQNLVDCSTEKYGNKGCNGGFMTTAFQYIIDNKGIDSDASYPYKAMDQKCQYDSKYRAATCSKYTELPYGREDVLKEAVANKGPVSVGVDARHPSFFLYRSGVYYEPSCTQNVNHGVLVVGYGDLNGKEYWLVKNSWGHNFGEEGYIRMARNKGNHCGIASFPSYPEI
C1s inh: blocks human complement C1s protease activity; purified C1s, fluorogenic AMC substrate, pooled mixtures; actives 0.16% (n = 62,000); mean inhibition % of two 10-compound mixtures (active compounds read high), % at 5 µM (by protocol);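 active means inhibition above 20% in each of the two 10-compound mixture wells holding the compound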;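 further: 0% = enzyme wells lacking compound mixture and 100% = no-enzyme blank wells; some compounds called inactive have numbers as strong as hits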
Target sequence (P09871 16-437 limits assumed): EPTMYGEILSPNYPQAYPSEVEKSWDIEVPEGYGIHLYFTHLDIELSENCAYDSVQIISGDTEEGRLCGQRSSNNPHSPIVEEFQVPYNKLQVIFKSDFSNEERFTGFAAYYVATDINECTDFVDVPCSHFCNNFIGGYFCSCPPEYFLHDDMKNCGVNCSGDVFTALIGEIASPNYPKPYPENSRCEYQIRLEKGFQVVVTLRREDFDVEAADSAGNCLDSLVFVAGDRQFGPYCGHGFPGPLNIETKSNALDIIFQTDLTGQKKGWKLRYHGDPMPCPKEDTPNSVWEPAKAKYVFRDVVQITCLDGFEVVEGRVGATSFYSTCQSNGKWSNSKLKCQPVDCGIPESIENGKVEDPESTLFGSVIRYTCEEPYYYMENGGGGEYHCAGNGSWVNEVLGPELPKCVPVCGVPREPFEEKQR
Target sequence (P09871 438-688 limits assumed): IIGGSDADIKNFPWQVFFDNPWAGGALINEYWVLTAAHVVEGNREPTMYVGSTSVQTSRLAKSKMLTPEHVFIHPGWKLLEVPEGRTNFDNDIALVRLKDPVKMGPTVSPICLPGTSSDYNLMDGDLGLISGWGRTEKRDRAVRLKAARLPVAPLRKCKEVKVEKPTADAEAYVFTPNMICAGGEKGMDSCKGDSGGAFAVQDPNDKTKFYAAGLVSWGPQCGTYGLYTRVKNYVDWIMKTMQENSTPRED
* marks the source's active call; other numbers are inactive results; ? = inconclusive; . = no result given. Unless noted, no stated cut-off is given here; in the data, active means inhibition above about 20% (passing the limit was not always enough); inactive means the rest. Not all compounds are listed; count on the stated rates, not on these rows.

SMILES	Cathepsin G inh	FXIIa inh mix	CatB mixtures	FXIa inh mix	AP complement	CatB block	CatL block	CatS block	C1s inh
COc1cc(C(=O)N(Cc2ccc(N(C)C)cc2)C2CCS(=O)(=O)C2)cc(OC)c1OC (centres undefined)	-9	1	4	4	-21	9	8	1	-32
COc1ccc(CN2C(=O)CCC2(C)C(=O)NC2CCCCCC2)cc1 (centres undefined)	0	-4	-1	11	12	2	-3	-3	2
Cc1nn(-c2ccccc2)c2sc(C(=O)N(Cc3ccco3)C(C)C(=O)NC(C)(C)C)cc12 (centres undefined)	-6	-9	-2	2	-3	2	-2	14	-9
Cc1csc(/C(C#N)=N/O)n1	7	3	2	5	14	-1	-1	-10	-37
CCOc1ccc(C(=O)NCCN(C)C)cc1	-1	9	4	3	0	6	.	11	-19
CC1CCN(C(c2ccccc2)c2nnnn2C(C)(C)C)CC1 (centres undefined)	8	2	2	2	22	0	9	-5	-11
Cc1onc(-c2c(Cl)cccc2Cl)c1C(=O)Nc1c(C)n(C)n(-c2ccccc2)c1=O	-3	3	-4	1	-16	-2	-2	10	-3
COC(=O)c1ccccc1NC(=O)N1CCN(S(=O)(=O)c2ccc(Cl)cc2)CC1	-11	10	-2	7	-5	-1	-7	-1	-38
COc1ccc(-n2c(C)nc3c(cnn3-c3ccccc3)c2=O)cc1	-10	-13	-1	1	-11	1	-4	-6	-18
O=C(NCc1ccco1)c1cccc(-c2nnc(-c3ccccc3)o2)c1	6	2	-11	-4	1	5	9	49	-18
O=C(CSc1nnc(-c2cccnc2)n1Cc1ccco1)c1ccc(Br)cc1	17	3	7	6	8	3	22	7	15
CC(=O)NCCC(Cc1ccccc1)c1ccco1 (centres undefined)	1	16	1	5	11	-1	9	19	-3
CCOc1ccccc1C(=O)N(CCC(=O)OC)c1ccccn1	-6	10	5	-2	-13	2	.	13	-30
CCOC(=O)c1ccc(NC(=O)CCC(=O)OC)cc1	8	-14	2	-5	11	3	-5	-3	-4
CC1=C(C(=O)NCc2ccccc2)C(c2cccs2)n2ncnc2N1 (centres undefined)	11	4	5	5	3	3	17	11	4
CN1CCC(N(C)C(=O)c2ccccc2Nc2ccc(SC(F)F)cc2)CC1	-16	-18	-3	2	-8	6	-2	1	-67
CC(C)CN1C(=O)c2ccc(C(=O)Nc3ccccn3)cc2C1=O	20	2	-1	15	4	0	-15	5	1
O=C(O)c1ccc2oc(SCC(=O)N3CCCCC3)nc2c1	8	3	-6	-1	-8	1	9	6	-16
COc1ccc(C)cc1NS(=O)(=O)c1cn(C)c(=O)n(C)c1=O	9	9	4	0	6	-1	2	12	-1
Cc1cc(=O)n2c3c(sc2n1)C(=O)N(Cc1ccccc1)C3=O	0	0	6	14	11	-1	-5	6	5
CC(=O)CCS(=O)(=O)c1ccc(C)c(C)c1	-15	9	-1	-6	-5	1	-1	?	-41
O=C(CC1Sc2ccccc2NC1=O)Nc1cccc(C(=O)O)c1 (centres undefined)	10	6	5	4	12	4	-5	-3	0
CC(C)(C)C(=O)Oc1cc(N)n(S(=O)(=O)c2ccc(F)cc2)n1	8	-15	4	-7	8	0	-2	0	-2
COc1cc(NC(=O)c2cc(C)on2)cc(OC)c1OC	-2	9	-4	7	10	-2	13	8	-6
O=C(Cc1ccc(-n2cnnn2)cc1)NC12CC3CC(CC(C3)C1)C2	-22	5	-4	-20	7	3	1	-16	-56
COc1ccc(NC(=O)c2cc(-c3ccccc3OC)on2)cc1	18	-17	38	30	13	-8	-5	-14	23
Nc1nc(CN2CCN(Cc3ccccc3)CC2)nc(Nc2ccc3c(c2)OCCO3)n1	8	8	3	19	6	3	30	7	-2
Cc1cc2oc(=O)cc(CN3CCN(C/C=C/c4ccccc4)CC3)c2cc1O	-6	-5	6	7	4	7	-2	14	-22
COC(=O)c1ccc(C2C(C(=O)Nc3ccccc3C)=C(C)Nc3ncnn32)cc1 (centres undefined)	8	-17	1	-4	12	3	10	3	-56
COc1ccc(S(=O)(=O)N2CCN(c3cccc(C)c3C)CC2)cc1	0	3	7	1	23	-2	3	1	5
COc1ccc(Cl)cc1NC(=O)c1ccco1	11	3	5	2	11	6	4	2	-7
Cc1ccc(C2C(C(=O)c3sc(C)nc3C)=C(O)C(=O)N2CCCN(C)C)o1 (centres undefined)	10	-17	2	-5	-6	1	11	8	-5
CCOC(=O)/C(N=O)=C(\O)C1CCN(C(=O)OCC)CC1	-6	2	-11	-9	6	5	16	-4	-56
COCCN1C=C(C(=O)OC)C(c2cc(Br)c(OC)c(OC)c2)C(C(=O)OC)=C1	-10	12	-3	-9	5	0	-61	-8	-92
CCn1c(SCC(=O)Nc2nccs2)nnc1-c1ccccc1	6	7	1	5	13	1	10	9	2
O=S(=O)(NCC(c1ccccc1)N1CCNCC1)c1ccc(Cl)cc1 (centres undefined)	10	4	0	15	6	5	28	0	12
Cc1cc(O)c(-c2n[nH]c3c2C(c2cccc(O)c2)N(Cc2cccnc2)C3=O)cc1Cl (centres undefined)	7	8	3	8	8	5	-20	-6	6
CC(C)(C)C(=O)NC1CCN(S(=O)(=O)c2ccccc2F)CC1	3	2	-2	3	-4	-1	1	-1	6
CC(=O)NC1CCC(C(=O)O)(c2ccccc2)C1 (centres undefined)	5	0	-5	-2	1	-1	-2	-4	3
COc1ccccc1-c1nn2c(C(F)(F)F)nnc2s1	9	-14	3	7	3	2	-8	3	7

Arranged by value in CatL block (rising): some entries from above.
SMILES	Cathepsin G inh	FXIIa inh mix	CatB mixtures	FXIa inh mix	AP complement	CatB block	CatL block	CatS block	C1s inh
CC(C)CN1C(=O)c2ccc(C(=O)Nc3ccccn3)cc2C1=O	20	2	-1	15	4	0	-15	5	1
O=C(CC1Sc2ccccc2NC1=O)Nc1cccc(C(=O)O)c1 (centres undefined)	10	6	5	4	12	4	-5	-3	0
O=C(Cc1ccc(-n2cnnn2)cc1)NC12CC3CC(CC(C3)C1)C2	-22	5	-4	-20	7	3	1	-16	-56
COc1cc(C(=O)N(Cc2ccc(N(C)C)cc2)C2CCS(=O)(=O)C2)cc(OC)c1OC (centres undefined)	-9	1	4	4	-21	9	8	1	-32

Going on with the list.
SMILES	Cathepsin G inh	FXIIa inh mix	CatB mixtures	FXIa inh mix	AP complement	CatB block	CatL block	CatS block	C1s inh
CNc1nc(SC)nc(N2CCOCC2)n1	5	8	1	3	1	7	8	-2	7
CCOC(=O)C1CCCN(c2c(N3CCN(c4cccc(Cl)c4)CC3)c(=O)c2=O)C1 (centres undefined)	9	6	2	8	12	2	.	-3	12
Nc1ccc(CCc2nc3ccccc3o2)cc1	14	7	-3	2	10	1	15	1	7
Cc1ccc(CNC(=O)CCS(=O)(=O)c2cc(Br)cc3c2N(C(=O)C2CC2)CC3)o1	10	-19	2	1	18	5	1	1	4
O=C(O)COc1ccc2c(c1)CCCC2	8	5	1	5	5	3	.	-1	31
COc1ccc(-c2cc3ccc(OCc4nn[nH]n4)cc3oc2=O)cc1OC	-4	-1	2	-7	4	0	-12	0	-7
Cc1nonc1NC(=O)c1ccc(Cl)c(S(=O)(=O)N2CCCCC2)c1	11	6	3	5	-3	0	-3	4	15
COC(=O)c1[nH]c2cccc(OC)c2c1NC(=O)CN1CC2(C)CC1CC(C)(C)C2 (centres undefined)	8	5	3	6	4	2	-13	-3	10
CC(C)c1cc(=O)oc2c3c4c(cc12)CCCN4CCC3	-3	1	2	-1	8	-8	-61	-7	-16
Cn1c(=O)[nH]c(=O)c2c1nc(NCCCO)n2Cc1ccc(F)cc1	12	8	4	2	-6	8	10	13	-9
CCOC(=O)c1cnn2c(C(F)F)cc(C3CC3)nc12	0	1	7	4	22	1	1	-1	-13
Cn1c2c(c(=O)n(C)c1=O)CN(Cc1ccc(F)cc1)CN2	7	-15	0	9	9	4	3	-6	9
COc1ccc(-c2cc(C(N)=O)nc(N3CCCCCC3)n2)cc1	9	8	4	1	15	3	-49	-4	5
Cc1ccc(S(=O)(=O)N2CCN(c3nc4ccccc4nc3-n3nc(C)cc3C)CC2)cc1	5	-15	5	1	12	1	-59	-2	1
Cn1ncc2c(N3CCOCC3)ncnc21	8	3	1	-2	5	0	16	17	1
Cn1nnnc1SCC(=O)Nc1ccccc1N1CCOCC1	-4	2	4	6	11	-3	-6	-7	-23
COc1cc(NC(=O)c2csc3c2CCCC3)ncn1	34*	1	2	24	51	4	-9	-2	38
CC(C)c1nc(SCC(=O)NCc2ccccc2)n[nH]1	1	9	0	2	8	-2	14	6	-21
CC(=O)Nc1nc2ccccc2n1CCN(C)C	-1	6	7	15	15	-2	5	0	-27
Nc1nc(SCC(=O)C23CC4CC(CC(C4)C2)C3)n[nH]1	1	3	-5	2	0	-3	-2	-14	-17
CC(C)(C)NC(=O)c1ccc2c(c1)C(=O)N(C1CCCCC1)C2=O	-27	3	-16	-27	14	1	-7	-30	-92
C=CCn1c(=O)n(CCOC)c(=O)c2sc3ccccc3c21	8	1	6	8	22	4	-97	0	23
O=C(O)C1(P(=O)(c2ccccc2)c2ccccc2)CCC1	-13	7	0	-15	9	1	8	-3	-120
COc1ccccc1-c1cn[nH]c(=S)n1	-1	5	5	4	6	3	0	-2	2
Cc1ccc(C(=O)Nc2c(C(=O)N3CCOCC3)cnn2-c2ccccc2)cc1	-4	0	0	8	3	1	7	5	-7
CC(C)(C)n1ncc2c(=O)n(Cc3ccc(Cl)cc3Cl)cnc21	11	6	2	9	11	3	15	5	12
O=C(Nc1ccccc1N1CCCC1)c1ccc(Br)o1	9	5	-1	6	7	5	6	-2	16
CC(C)(C)C(=O)OCC1OC(n2cnc(C(N)=O)n2)C(O)C1O (centres undefined)	8	5	6	6	0	17	3	37	3
CCCCC(=O)Nc1cc(N(C)C)nc2ccccc12	4	10	7	7	13	1	-5	0	2
Cc1ccc(/C(O)=C2\C(=O)C(=O)N(CCCN(C)C)C2c2ccccn2)cc1 (centres undefined)	9	-15	7	9	10	3	5	4	5
CCn1nc(C(=O)OCC(=O)NCCN2C(=O)CSC2=O)c2ccccc2c1=O	2	7	-4	3	-4	7	1	5	-23
O=C(CCCc1nc(-c2ccc(Cl)cc2)no1)Nc1cccnc1	16	1	4	3	7	3	8	4	15
Cn1c(=O)c2c(nc(NCc3ccco3)n2Cc2ccccc2Cl)n(C)c1=O	-1	6	-1	6	-1	1	8	4	-8
CN1C(=O)C2CN(CCc3ccccc3)CNC2N(C)C1=O (centres undefined)	11	-13	2	4	12	-1	.	-2	18
COc1ccc2[nH]c3c(=O)n(CCCCC(=O)N4CCCC4)c(=S)[nH]c3c2c1	3	8	0	-5	9	0	0	-6	-49
CCN(CC)CC(=O)Nc1ccc2c(c1)Nc1ccccc1CC2	9	-1	5	6	11	2	13	15	12
O=[n+]1c2c(n([O-])c3cc(Br)ccc31)CCC2	11	1	5	7	1	3	13	-6	18
Cc1ccc(C(=O)C2=C(O)C(=O)N(Cc3ccccc3)C2c2cccnc2)o1 (centres undefined)	-12	5	-10	-5	21	-1	14	4	-94
CC(O)c1nc2ccc(Cc3ccc4nc(C(C)O)[nH]c4c3)cc2[nH]1 (centres undefined)	-10	7	3	4	-8	5	6	15	-13
CC1Cc2ccccc2N1C(=O)CSc1nnc(-c2ccc(S(=O)(=O)N3CCCC3)cc2)o1 (centres undefined)	7	8	0	-1	-9	0	8	7	-37
CN(C)c1ccc(Nc2nc(-c3cccnc3)cs2)cc1	1	7	-3	12	16	-2	-9	2	2
CCOC(=O)c1ccn(-c2nc(-c3ccco3)cc(C(F)(F)F)n2)n1	-2	-16	4	9	11	-4	-12	-15	-2
O=C1C2C3C=CC(C3)C2C(=O)N1c1nccs1 (centres undefined)	0	-11	4	8	15	-2	-6	-4	0
